# S2 tox: Viability Counterscreen for Primary qHTS for Inhibitors of ATXN expression; S2 cells (HEK-293 line with an ATXN2-luciferase reporter) viability, CellTiter-Fluor protease fluorescence, 24 h; AID 651635, 2014; Potency, µM (titrated, usually from 56.7 µM), usual class: cytotoxic; 400,000 tested, 0.49% active; further: potency means the concentration at half of the fitted maximal effect; nearly all actives have a fitted effect of over 40% in size
# HepG2 tox: qHTS for Inhibitors of TGF-b: Cytotox Counterscreen; AID 588856, 2011; HepG2 CAGA-GFP viability, ATP luminescence, 18 h; Potency, µM (titrated, usually from 46.1 µM), inactives show at the top dose activity change, negative = cytotoxicity, most hits filed as cytotoxic; 410,000 tested, 0.76% active; further: potency means the concentration at half of the fitted maximal effect; some results filed as inactive show a strong effect at the top dose
#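 CellTiter-Glo luminescence gave cytotoxicity after 18 hours at 37 degrees C. The cells were HepG2 CAGA-GFP in 1% FBS DMEM, stimulated with 500 pg/mL TGF-beta after compound addition. %Activity was normalised to no-cell wells (complete cell-killing) and DMSO (no toxicity), and curves were fitted and classified.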
# Akt phos inh: HTS Assay for Inhibitors of Akt Phophorylation: Primary Screen; Neuro2A IGF-stimulated pAkt S473 HTRF, 20 min; hits give low values; activity change, % for hits at 50 µM; 360,000 tested, 0.32% active; AID 651550, 2012; in the data active means activity change below about -80%; inconclusive means mostly about -51% to -80%; further: on the % scale 0 is the no-effect control and ±100 the full control effect
#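 Neuro2A cells (4,500/well, DMEM with 0.5% FBS) were treated with compound at a single 50 µM final concentration, stimulated with 6 nM IGF for 20 min at 37 °C, and lysed. Phospho-Akt Ser473 was read by HTRF as 665/615 ratio ×10^4.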
# A549 viability: Nrf2 qHTS screen for inhibitors: counterscreen for cytotoxicity; A549 ARE-Fluc cells, CellTiter-Fluor viability, 18-24 h; 390,000 tested, 0.16% active; Potency, µM (series often up to 46 µM), inactives show at the top dose activity change, negative = cytotoxicity, actives largely listed as inhibitors; AID 504648, 2011; further: potency means the concentration at half of the fitted maximal effect; on the % scale 0 is the no-effect control and ±100 the full control effect
#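 A549 ARE-Fluc cells in 5% FBS OPTI-MEM, 5000 cells/well, rested 2 h then exposed to compounds in concentration-response for 18-24 h at 37 °C. Viability by CellTiter-Fluor fluorescence (Ex 405/Em 525) after 30 min; luciferase luminescence (BugLite, 15 min, RT) read afterwards.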
# Nrf2 inh: Nrf2 qHTS screen for inhibitors; A549 ARE-Fluc reporter, luciferase luminescence, 18-24 h; Potency, µM (highest dose often 46 µM), for inactives: at the highest dose activity change, negative = inhibition, actives largely listed as inhibitors; 360,000 tested, 2.1% active; further: potency means the concentration at half of the fitted maximal effect; on the % scale 0 is the no-effect control and ±100 the full control effect; nearly all actives have a fitted effect of over 60% in size
#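 In this cell-based qHTS, ARE-driven firefly luciferase in A549 cells reports Nrf2 activity; the luminescent signal after BugLite lysis is the measured value, with a prior CellTiter-Fluor read for cell health.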
# CCT modulator: High-Throughput Screening for Modulators of Cytosolic Chaperonin Activity. AID 651819, 2012. 360,000 tested, 0.3% active. activity change, % (test concentration not listed), hits read low. purified chaperonin ATPase assay, HTRF ADP detection, 30 min; in the data active means activity change below about -30%; further: on the % scale 0 is the no-effect control and ±100 the full control effect
#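 TRiC (40 or 20 nM final, by batch activity) in 30 mM Tris pH 7.4, 100 mM KCl, 5 mM MgCl2, 1 mM DTT was treated with compound at 76 uM single dose, then 10 uM ATP, 30 min at 37 °C. ADP was read by HTRF Transcreener.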
# TGFb inhibitor: qHTS for Inhibitors of TGF-b. HepG2 CAGA-GFP TGF-b/SMAD3 reporter, GFP fluorescence, 18 h; TGF-beta stimulated, 500 pg/mL final. 410,000 tested, 1.2% active. Potency, µM (top dose mostly 46.1 µM), for the others: at the highest dose activity, negative = inhibition, most hits filed as inhibitors; further: potency means the concentration at half of the fitted maximal effect; on the % scale 0 is the no-effect control and ±100 the full control effect; nearly all actives have a fitted effect of over 65% in size
#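 Read-out: total well GFP (ex488/em500-530) summed from mean per-cell fluorescence. Cells: HEPG2 CAGA-GFP, 1% FBS DMEM, 18 h at 37 degrees C with 500 pg/mL final TGF-beta. Unstimulated wells served as the full-inhibition control; stimulated DMSO wells = 0%.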
# Mm-Cpn inhibitor: Inhibitors of TCP-1 ring complex (TRiC) of Methanococcus maripaludis (MmCpn): qHTS. purified Mm-Cpn ATPase, ADP Transcreener TR-FRET. AID 504842, 2011. Potency, µM (series often up to 76.9 µM), inactives show at the top dose activity, negative = inhibition, usual class: inhibitors. 330,000 tested, 0.031% active. Chaperonin Mm-Cpn (Methanococcus maripaludis); further: potency means the concentration at half of the fitted maximal effect; on the % scale 0 is the no-effect control and ±100 the full control effect; nearly all actives have a fitted effect of over 80% in size
#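 ATPase read-out: TR-FRET ADP immunoassay (anti-ADP Eu cryptate vs ADP-d2), ex 320 nm, em 590/665 nm; signal drops as ADP forms. Enzyme 25 nM, ATP 10 uM, 30 min at 37°C after 10 min compound preincubation.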
# Nrf2 activator: qHTS of Nrf2 Activators | AREc32 ARE-luciferase reporter (MCF7-derived line), luminescence, 24 h | 410,000 tested, 0.31% active | Potency, µM (titrated, usually from 46.1 µM), inactives show at the top dose activation, actives largely listed as activators; further: potency means the concentration at half of the fitted maximal effect; % of control where 0% means no effect; nearly all actives have a fitted effect of over 65% in size
#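 ARE-driven firefly luciferase activity in AREc32 cells measured after a 24 hr compound exposure at 37 deg C, using Steady-Glo reagent and a 30 min room-temperature hold.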
# Numbers without * were called inactive; i = inactive; ? = inconclusive; · = not tested or not shown; & = joins results of further samples; [ ] = dose if it differs, or a comment. Unless noted, the call rests on the fitted dose curve; in most records, active means well fitted curve in the direction sought with a large enough effect; inconclusive means small, poorly fitted or top-dose-only effect, or another doubt; inactive means no such curve, though single readings can be large; an effect the other way counts as inactive or inconclusive.
SMILES,S2 tox,HepG2 tox,Akt phos inh,A549 viability,Nrf2 inh,CCT modulator,TGFb inhibitor,Mm-Cpn inhibitor,Nrf2 activator
COc1cc(SC)ccc1C(=O)Nc1nccs1,i,-13%,i,2%,?,-1.6,-19%,-5%,2.0%
Cc1cc(O)c(C(=O)/C=C/c2ccc(C(C)C)cc2)c(=O)o1,i,-9%,i,0%,?,-0.9,12%,-1%,0.6%
CCN(CC)C(=O)CSc1nc(O)cc(=O)n1CC,i,2%,i,-1%,·,-3.9,-4%,0%,0.3%
CC1=C(C(=O)NCCc2ccc(Cl)cc2)C2(CCCCC2)OC1=O,·,4%,·,12%,?,·,-21%,·,-0.4%
COc1ccc(S(=O)(=O)N2CCN(C)CC2)cc1NC(=O)c1ccccc1,i,-5%,i,-2%,2%,-0.4,-18%,0%,-0.2%
O=C(NCCC1=CCCCC1)c1ccc(Cl)c([N+](=O)[O-])c1,i,-24%,i,-1%,?,1.6,-6%,-6%,16%
c1coc(Cn2c(SCc3nc4ccccc4[nH]3)nnc2-c2cnccn2)c1,i,-37%,i,-7%,-14%,-3.7,-7%,-1%,2.6%
COc1ccc(C(=O)C2CCCN(C(=O)c3cc(C)nc(C)n3)C2)cc1OC (stereo unspecified),i,-6%,i,-5%,0%,-2.4,9%,1%,-0.3%
COc1ccccc1C(=O)Nc1ccc(OCC(=O)N2CC(C)CC(C)C2)cc1 (stereo unspecified),i,-27%,i,9%,?,0.1,-4%,1%,7.1%
CCCc1nnc(NC(=O)C2CC(=O)N(C3CCCC3)C2)s1 (stereo unspecified),i,-11%,i,3%,-5%,0.6,-8%,1%,-0.3%
O=[N+]([O-])c1ccccc1S(=O)(=O)Nc1cccc(-c2ccc(N3CCCC3)nn2)c1,i,8%,i,0%,0%,0.0,-1%,0%,7.5%
CCOC(=O)N1CCN(CC(O)COC2CC(C)CCC2C(C)C)CC1 (stereo unspecified),i,5%,i,5%,·,-2.5,-6%,-1%,0.0%
ON=C(CCc1ccccc1)CCc1ccccc1,i,-28%,i,10%,-3%,-4.4,15%,·,3.0%
O=C(c1ccco1)N1CCN(C(=O)c2ccc(COc3ccc(F)cc3)o2)CC1,i,-2%,i,-7%,-16%,0.3,20%,2%,3.0%
Cc1cnc(CNC(=O)CC2C(=O)NCCN2Cc2ccccc2F)cn1 (stereo unspecified),i,-12%,i,6%,0%,-0.7,-15%,-1%,-1.6%

# Entries of single compounds, quoted from the list.
# O=[N+]([O-])c1ccccc1S(=O)(=O)Nc1cccc(-c2ccc(N3CCCC3)nn2)c1 across the screens: S2 tox: i; HepG2 tox: 8%; Akt phos inh: i; A549 viability: 0%; Nrf2 inh: 0%; CCT modulator: 0.0; TGFb inhibitor: -1%; Mm-Cpn inhibitor: 0%; Nrf2 activator: 7.5%
# COc1ccc(C(=O)C2CCCN(C(=O)c3cc(C)nc(C)n3)C2)cc1OC (stereo unspecified) across the screens: S2 tox: i; HepG2 tox: -6%; Akt phos inh: i; A549 viability: -5%; Nrf2 inh: 0%; CCT modulator: -2.4; TGFb inhibitor: 9%; Mm-Cpn inhibitor: 1%; Nrf2 activator: -0.3%

# Next part
SMILES,S2 tox,HepG2 tox,Akt phos inh,A549 viability,Nrf2 inh,CCT modulator,TGFb inhibitor,Mm-Cpn inhibitor,Nrf2 activator
COc1ccc(N2C(=O)CS(=O)(=O)C23C(=O)N(Cc2cccc(F)c2)c2ccccc23)cc1OC (stereo unspecified),i,-25%,·,10%,25%,·,18%,·,0.5%
O=C(O)c1cc(S(=O)(=O)NCCN2CCNC2=O)ccc1O,i,-9%,i,1%,?,0.4,1%,1%,-1.1%
CC(=O)C[C@@H](O)CC(=O)[C@H]1OC(=O)[C@@H](C)C/C=C\Cc2ccccc21,i,-2%,i,-2%,9%,0.7,-6%,0%,0.0%
CCN1CCN(C(=O)c2c(-c3c(F)cccc3Cl)noc2C)CC1,i,-3%,i,4%,-7%,-2.2,?,2%,-0.3%
CCCN1CCC(NC(=O)CCc2nnc(-c3ccccc3)o2)CC1,i,1%,i,1%,2%,-70*,-4%,0%,1.8%
O=C1N/C(=N\c2ccccn2)SC1Cc1ccccc1Cl (stereo unspecified),i,-5%,i,6%,2%,-2.7,-12%,0%,7.4%
O=C(NN=C1CCN(Cc2ccccc2)CC1)c1ccccc1O,i,-18%,i,-1%,4%,1.0,5%,3%,1.9%
Cc1ccccc1-n1c(SCC(=O)NC2CCS(=O)(=O)C2)nc2ccccc2c1=O (stereo unspecified),i,1%,i,-15%,-11%,3.2,-2%,-4%,0.3%
Cc1ccc2c(COC(=O)C3CSC4(C)CCC(=O)N34)cc(=O)oc2c1C (stereo unspecified),i,0%,i,2%,4%,-4.1,1%,1%,0.3%
Cc1ccc(C(=O)NCC(=O)OC2CCCCC2=O)cc1C (stereo unspecified),i,8%,i,-6%,16%,-0.9,-8%,1%,0.2%
Cc1cccc(NC(=O)CNC(=O)Cn2ncc(Cl)c(Cl)c2=O)c1C,·,1%,i,-7%,3%,-3.6,?,-4%,?
CC/C(=N\NC(=O)C1CCCC1)c1cccc(Br)c1,i,-13%,i,1%,-10%,-1.3,0%,1%,0.1%
Cc1ccc(S(=O)(=O)N2CCCCCC2)cc1C(=O)NCc1ccccn1,i,-7%,i,2%,-7%,1.1,4%,1%,1.5%
OCCC1CN(Cc2cccc3c2OCO3)CCN1C1CCCC1 (stereo unspecified),i,-1%,i,1%,3%,-3.0,8%,-5%,-0.5%
O=C(Cc1csc(NC(=O)Nc2ccc(Cl)cc2)n1)NC1CCCC1,i,-23%,i,?,?,-0.4,11µM*,-1%,0.7%
O=C(NC(NC(=S)Nc1c(Cl)cccc1Cl)C(Cl)(Cl)Cl)c1cccc([N+](=O)[O-])c1 (stereo unspecified),i,-61%,i,?,16µM*,0.6,-101%,3%,5.1%
O=c1[nH]cnc(O)c1Nc1cccc(Cl)c1,i,10%,i,1%,1%,-0.3,4%,·,-1.1%
CCOC(=O)N1CCN(C(=O)c2cc(COc3cccc(C(C)=O)c3)on2)CC1,i,-36%,i,0%,?,-2.6,4%,-9%,6.8%
FC(F)(F)c1cccc(NC(=S)NCC(c2cccnc2)N2CCOCC2)c1 (stereo unspecified),i,3%,i,2%,?,-1.2,3%,-3%,2.7%
O=C(Nc1ccc(Cl)c(S(=O)(=O)N2CCOCC2)c1)c1n[nH]c(=O)c2ccccc12,i,4%,i,0%,-15%,0.8,3%,-2%,0.2%
COc1ccc(C(O)(C2CCCCC2)C(CN2CCOCC2)c2ccccc2)cc1 (stereo unspecified),i,-22%,i,-16%,21µM*,-2.1,?,-4%,0.2%
O=C(CC(c1ccccc1)c1ccccc1)N1CCN(c2ccccn2)CC1,i,-2%,i,-1%,?,-4.6,25%,-3%,0.0%
O=C(CC(Cc1ccccc1)c1ccco1)NCc1ccco1 (stereo unspecified),i,-3%,i,3%,4%,0.2,-2%,-2%,3.9%
CCC(=O)Nc1ccccc1C(=O)N1CCN(Cc2ccccc2)CC1,i,-7%,i,-8%,·,-1.0,11%,1%,0.0%
Cn1c(=O)c2c(nc(CN3CCN(c4ccccc4F)CC3)n2CCCc2ccccc2)n(C)c1=O,i,-4%,i,-5%,2%,-0.6,?,·,-0.2%
COc1ccc(NC(=O)CSCC(=O)N(C)CCOc2ccc(Cl)cc2)cc1,?,-24%,i,0%,?,-11,-25%,-2%,-0.3%
O=C(NCCCN1CCCC1=O)c1cc2c(s1)CCCCC2,i,-23%,i,-3%,10%,-1.5,0%,0%,-0.8%
COc1ccc2nc(C)cc(SCC(=O)N/N=C/c3ccc(O)c(O)c3)c2c1,i,-32%,i,1%,7%,0.8,1%,-1%,10%
CCOC(=O)c1ccccc1NC(=O)CSc1nc2ccncc2[nH]1,i,-50%&1%,i,7%&3%,-15%&-9%,-2.8,15%&-2%,0%,-0.1%&-0.2%
CC1CC(C)(C)NCCNC(C)CC(C)(C)NCCN1 (stereo unspecified),i,-6%,i,3%,8%,-2.0,0%,0%,-0.7%
O=C(CSc1nnc(-c2ccc(F)cc2)c2ccccc12)Nc1ccccc1,i,-4%,i,-1%,2%,-2.9,13µM*,-19%,7.6%
CC(=O)c1c(C)[nH]c(C(=O)OCC(=O)c2ccc(Br)cc2)c1C,i,-6%,i,·,·,1.9,-3%,·,8.0%
COC(=O)c1cc2sc(Cl)cc2n1CC(=O)Nc1ccc(OC)c(OC)c1OC,i,-43%,i,2%[1.84 µM],?,-0.2,-3%,-1%,0.3%
Nc1c(S(=O)(=O)c2cccc(Cl)c2)c2nc3ccccc3nc2n1CCN1CCOCC1,i,-1%,i,-9%,1%,-0.5,1%,-2%,0.4%
CCOC(=O)CC1C(=O)NCCN1S(=O)(=O)c1ccc(C)cc1 (stereo unspecified),i,5%,i,0%,-4%,2.3,-1%,-4%,-0.4%
CCOC(=O)c1ccc(N2C(=O)CC(C3CCCO3)C2=O)cc1 (stereo unspecified),i,3%,i,-6%,10%,-13,-7%,0%,-0.7%
CC1(C(=O)NS(=O)(=O)c2ccc(C#N)cc2)CCN1C(=O)C1CCCCC1 (stereo unspecified),i,14%,i,·,·,0.5,33%[activator],·,0.2%

# Rows were taken by chance; any-hit rate near 4.4%.
